D2 ag: activates the human D2 dopamine receptor; HEK293 T-REx D2 cells, calcium flux agonist mode; P14416; 0.53% of 340,000 active; activation, % at 2 µM;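 active = activation over 3 SD above normal in the single-dose calcium agonist read, cut at about 30% in these data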; also: 0% is about no effect
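Tetracycline-induced HEK293 Trex cells with D2 receptor force-coupled to calcium signaling, plated overnight at 30 C and loaded with no-wash calcium dye. Calcium flux read kinetically for 180 s after compound addition; responses flag agonists.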
D2 potentiator: positive allosteric modulators of human D2 dopamine receptor; P14416; HEK293 T-REx D2, calcium flux, EC20 dopamine potentiation; potentiation, % at 10 µM; 0.34% of 340,000 active; AID 485347;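 active = potentiation over 3 SD above the plate norm, cut at about 30% in these data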; also: 0% is about no effect
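Cells plated with tetracycline inducer and held overnight at 30 C; calcium dye loaded 30–90 min at room temperature; baseline taken, compound added and read 180 s; EC20 dopamine then added and read 180 s.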
D1 ag: activates the human D1 dopamine receptor | 1% of 360,000 active | activation, % at 2 µM | HEK293 T-REx D1 cells, calcium flux, agonist mode | AID 504660 | P21728; in the data active = activation above about 30%; also: 0% is about no effect
Target sequence (P21728 whole entry, looked up): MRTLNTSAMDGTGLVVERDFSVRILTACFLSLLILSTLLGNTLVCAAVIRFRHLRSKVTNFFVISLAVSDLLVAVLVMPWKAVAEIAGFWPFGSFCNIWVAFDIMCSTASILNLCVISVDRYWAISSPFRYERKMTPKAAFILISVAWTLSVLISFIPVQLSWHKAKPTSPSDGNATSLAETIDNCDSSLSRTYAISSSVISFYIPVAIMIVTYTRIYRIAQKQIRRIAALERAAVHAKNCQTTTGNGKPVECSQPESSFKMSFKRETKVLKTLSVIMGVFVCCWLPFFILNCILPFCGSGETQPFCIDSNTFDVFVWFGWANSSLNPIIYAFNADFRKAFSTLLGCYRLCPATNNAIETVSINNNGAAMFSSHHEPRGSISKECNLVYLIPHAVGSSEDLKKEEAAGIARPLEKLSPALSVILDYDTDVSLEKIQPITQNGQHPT
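Agonism was scored from calcium flux recorded over 180 s (1 read/s) after pintool compound addition, following a 10-cycle baseline. Cells were inducible force-coupled HEK293 TREx D1, plated overnight at 30 C and loaded with no-wash calcium dye.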
D1 antag: human D1 dopamine receptor antagonism; 3.2% of 360,000 active; HEK293 TREx D1 cells, calcium flux, dopamine EC80; stronger effect = lower value; activity change, negative = inhibition, % at 10 µM; in the data active = activity change below about -30%; also: % is scaled to controls: 0 for no effect and ±100 for the full control effect
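After overnight tetracycline induction at 30 C, force-coupled D1 HEK293 cells took up a no-wash calcium dye at room temperature. Compounds were added and monitored 180 s, and the response to EC80 dopamine was then recorded.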
RXFP1 antagonist: RXFP1 (human) relaxin receptor antagonism; Q9HBX9; HEK293-RXFP1, relaxin-stimulated cAMP HTRF, 30 min; stronger effect = lower value; activity change, negative = inhibition, % at 57.5 µM; 0.59% of 350,000 active; AID 1259400;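 active = activity change of -60% or lower, but not beyond a set lower limit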; also: % is scaled to controls: 0 for no effect and ±100 for the full control effect
TRHR PAM: allosterically enhances the human TRH receptor. enhancement, % at 2 µM. TRHR cells, fluo-8 calcium fluorescence, EC20 TRH enhancement. 0.66% of 360,000 active. P34981; in the data active = enhancement above about 30%; also: 0% is about no effect
Target sequence (P34981 whole entry, looked up): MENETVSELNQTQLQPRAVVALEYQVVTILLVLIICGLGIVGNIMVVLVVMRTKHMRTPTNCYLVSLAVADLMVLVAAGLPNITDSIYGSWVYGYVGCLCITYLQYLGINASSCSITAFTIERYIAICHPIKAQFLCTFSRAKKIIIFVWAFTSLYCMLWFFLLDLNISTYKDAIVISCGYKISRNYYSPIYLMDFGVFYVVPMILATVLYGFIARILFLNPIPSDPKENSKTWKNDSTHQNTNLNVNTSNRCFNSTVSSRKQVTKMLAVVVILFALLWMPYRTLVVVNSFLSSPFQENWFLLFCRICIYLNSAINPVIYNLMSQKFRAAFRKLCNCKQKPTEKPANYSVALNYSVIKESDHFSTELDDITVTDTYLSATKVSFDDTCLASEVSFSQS
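TRHR-expressing cells loaded with fluo-8 calcium dye were read kinetically (ex 480/em 530) during compound addition, then stimulated with an EC20 of TRH (10 nM final). Enhancement of the Gq-mediated intracellular calcium response was scored.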
D2 antagonist: antagonizes the human D2 dopamine receptor; HEK293 TREx D2 cells, calcium flux, dopamine EC80; P14416; inhibition, % at 10 µM; 2% of 340,000 active; AID 485344; in the data active = inhibition above about 30%; also: 0% is about no effect
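Calcium mobilization kinetics were recorded at 1 s intervals in tetracycline-induced HEK293 T-REx D2 cells, first for 180 s after compound addition and then 180 s after EC80 dopamine.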
RXFP1 ag: RXFP1 (human) receptor agonism; 0.3% of 370,000 active; Potency, µM (doses to about 57.5 µM), inactives show top-dose activation, actives largely listed as activators; AID 2676; Q9HBX9; HEK293T-RXFP1 cAMP TR-FRET, 30 min; response scale: percent of porcine relaxin response, buffer zero; active = well fitted activation curve with a large enough effect; also: potency is read from the fitted curve at half-maximal effect; % is scaled to controls: 0 for no effect and ±100 for the full control effect; nearly all actives have a fitted effect of over 60% in size; many of its hits are not listed in these tables
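HEK293T cells stably expressing RXFP1 were pretreated with the PDE4 inhibitor Ro 20174, exposed to compounds for 30 min at 37C, lysed, and cAMP was read by TR-FRET. Data normalized to buffer (basal) and 29 nM porcine relaxin (100%).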
D1 PAM: enhances dopamine response at the human D1 receptor. P21728. HEK293 TREx D1 cells, calcium flux, dopamine EC20 potentiation. potentiation, % at 10 µM. 0.036% of 360,000 active; in the data active = potentiation above about 30%; also: 0% is about no effect
Numbers without * were called inactive; nt = not tested or not shown.

SMILES	D2 ag	D2 potentiator	D1 ag	D1 antag	RXFP1 antagonist	TRHR PAM	D2 antagonist	RXFP1 ag	D1 PAM
CN(C)S(=O)(=O)c1ccc(C(=O)NCC(=O)N/N=C/c2ccco2)cc1	2.1	-2	5	-2	-5	1	3	-2.2%	-2
CC(=O)N(Cc1cc(=O)[nH]c2ccccc12)c1ccc(C)cc1	0.8	-3	1	1	-7	-10	-2	1.1%	0
Cc1cccnc1NC(=S)NCCc1ccccc1	0.2	2	1	-18	-1	0	4	-0.6%	-5
O=C(CCc1ccccc1)Nc1nc2n(n1)C(c1ccc(Cl)cc1)CC(=O)N2 (configuration not stated)	1.3	11	2	3	-21	1	1	1.4%	3
CNc1oc(-c2cccs2)nc1S(=O)(=O)c1ccccc1	0.6	7	0	0	-6	-1	-2	2.3%	3
Cc1ccnc(NS(=O)(=O)c2cnc(Cl)c(Br)c2)c1	-1.7	16	3	-9	2	0	14	0.0%	-7
O=C(CSc1nnnn1Cc1ccccc1)Nc1ccc2c(c1)OCCO2	-0.4	-2	3	-8	12	3	-3	-0.5%	-3
COc1ccccc1NC(=O)COC(=O)c1c(C)nn(-c2ccccc2)c1C	0.0	-3	4	-12	-13	-3	-6	0.1%	1
CC1Cc2ccccc2N1C(=O)CNCCCN(C)C (configuration not stated)	6.5	-12	1	2	-6	-1	-10	0.1%	1
N#Cc1c(NC(=O)CSc2ccccn2)oc(-c2ccccc2)c1-c1ccccc1	0.1	-1	1	nt	4	-20	8	-1.0%	-3
O=C(CO/N=C1\CCCc2nonc21)Nc1ccccc1Cl	-0.8	-3	2	-24	-1	-1	11	-1.2%	-3
Cc1cccc(-n2c(O)c(/C=N/NC(=O)c3ccccc3Cl)c3ccccc3c2=O)n1	1.7	18	8	1	-11	15	-8	0.2%	-3
O=S(Cc1ccc(Cl)cc1)CC(O)(c1ccccc1)c1ccccc1 (configuration not stated)	-0.5	1	0	14	-3	-1	5	0.8%	-3
CC(=O)c1ccc(NC(=S)NCCCN2CCOCC2)cc1	0.3	-4	1	6	-9	9	1	1.0%	1
Cc1ccc(NC(=O)/C=C/c2cccc([N+](=O)[O-])c2)nc1	-0.3	2	-3	1	-21	14	-6	2.6%	1
COc1ccc(N2CCN(C(=O)CCn3cnc4onc(-c5ccc(F)cc5)c4c3=O)CC2)cc1	-1.5	2	1	-16	-15	-9	nt	-0.8%	-4
CC(C)c1ccc(C(=O)Nc2cccnc2)cc1	0.4	-4	0	-15	8	-4	-7	-0.4%	-3
Cc1ccc(NC(=O)COc2coc(CN3CCc4ccccc4C3)cc2=O)c(C)c1	-0.1	15	1	-12	-2	3	3	-0.4%	-4
CCNS(=O)(=O)c1ccc(CCC(=O)N2CCOCC2)cc1	0.2	-10	1	-1	5	-6	-6	-3.9%	3
COc1ccc(C2C(C#N)=C(C)NC(C)=C2C(=O)OC(C)C)c(OC)c1 (configuration not stated)	0.9	-3	3	-11	21	2	4	-0.6%	0
COC(=O)c1cc(C#N)c(OC)nc1C	nt	0	1	-20	-15	4	nt	-0.6%	-6
O=c1[nH]c(-[n+]2ccc3ccccc3c2)c(/C=N/N=C(\[O-])c2ccccc2)s1	1.0	4	3	-17	-3	-2	-7	-8.0%	-3
O=C(Nc1ccccc1-c1ccccc1)c1cccc([N+](=O)[O-])c1	0.0	11	3	-2	-1	7	0	-7.2%	-6
CC(C)c1ccc(NC(=O)[C@H](NC(=O)[C@@H]2Cc3ccccc3CN2)c2ccccc2)cc1	-0.5	-11	8	12	-18	-6	33*	2.9%	-2
N#Cc1cc(-c2ccccc2)nnc1Sc1ccccc1	0.1	11	3	6	-6	-14	8	-1.5%	0

Ordered by heavy-atom count (highest first): 3 of the compounds above
SMILES	D2 ag	D2 potentiator	D1 ag	D1 antag	RXFP1 antagonist	TRHR PAM	D2 antagonist	RXFP1 ag	D1 PAM
CC(C)c1ccc(NC(=O)[C@H](NC(=O)[C@@H]2Cc3ccccc3CN2)c2ccccc2)cc1	-0.5	-11	8	12	-18	-6	33*	2.9%	-2
O=C(Nc1ccccc1-c1ccccc1)c1cccc([N+](=O)[O-])c1	0.0	11	3	-2	-1	7	0	-7.2%	-6
Cc1cccnc1NC(=S)NCCc1ccccc1	0.2	2	1	-18	-1	0	4	-0.6%	-5

Returning to the listing; the four compounds before the break are reprinted first.
SMILES	D2 ag	D2 potentiator	D1 ag	D1 antag	RXFP1 antagonist	TRHR PAM	D2 antagonist	RXFP1 ag	D1 PAM
O=c1[nH]c(-[n+]2ccc3ccccc3c2)c(/C=N/N=C(\[O-])c2ccccc2)s1	1.0	4	3	-17	-3	-2	-7	-8.0%	-3
O=C(Nc1ccccc1-c1ccccc1)c1cccc([N+](=O)[O-])c1	0.0	11	3	-2	-1	7	0	-7.2%	-6
CC(C)c1ccc(NC(=O)[C@H](NC(=O)[C@@H]2Cc3ccccc3CN2)c2ccccc2)cc1	-0.5	-11	8	12	-18	-6	33*	2.9%	-2
N#Cc1cc(-c2ccccc2)nnc1Sc1ccccc1	0.1	11	3	6	-6	-14	8	-1.5%	0
CN(C)C(=O)N1CCCC(C(=O)NCc2cccs2)C1 (configuration not stated)	-0.2	6	-2	14	7	3	-3	-0.4%	-4
Cc1ccc(NCN2C(=O)c3ccccc3C2=O)c(C)c1	0.5	12	3	-9	-3	-3	5	0.8%	-4
O=c1c2ccccc2c(-c2ccc(Br)cc2)nn1Cc1ccccc1	nt	nt	4	-10	-3	-8	nt	2.7%	-4
Cc1cc(C)cc(CSCC(=O)NN=C2CCCCCC2)c1	0.6	0	4	0	-7	-3	8	4.2%	-6
Cn1c(=O)c2c(-c3ccccc3)n3c(c2n(C)c1=O)C(c1ccc([N+](=O)[O-])cc1)Nc1ccccc1-3 (configuration not stated)	-0.6	-3	4	-10	-8	-1	nt	-2.5%	-1
CCc1cc(SC#N)cc(C)c1N	1.3	1	3	7	-4	-3	-3	-0.6%	8
CCOC(=O)c1ccc(NC(=O)CCc2c(C)nc3c(c(C)nn3C(C)(C)C)c2C)cc1	nt	1	5	5	nt	-1	nt	1.0%	-3
CC(C)c1ccc(NC(=O)C2C3C=CC4(O3)C2C(=O)N(CCN2CCOCC2)C4C(=O)NC2CCCCC2)cc1 (configuration not stated)	2.2	-7	4	16	0	4	1	-0.2%	2
COC(=O)c1ccccc1NS(=O)(=O)c1ccc(Cl)nc1	-0.4	-9	-2	-8	2	-1	2	3.5%	8
O=C(Cc1ccccc1)NC(=S)Nc1cccc(C(F)(F)F)c1	0.9	-2	27	10	-38	-1	7	1.6%	2
CCN(CC)CCN(Cc1cc2ccc(C)c(C)c2[nH]c1=O)C(=S)NCc1ccco1	-0.2	-13	5	4	-14	-1	23	2.6%	-10
COC(=O)C(=C/C(C)=C/c1cccnc1)C(=O)OC	-0.2	4	4	-22	0	12	5	0.9%	-2
CSc1ccc(CNc2ccc(C)cc2)cc1	0.2	-13	1	-9	9	0	15	2.3%	2
CCOc1ccc(Cn2c(-c3ccc(OCC)c(OC)c3)nc3ccccc32)cc1OC	0.8	4	1	-5	6	-5	nt	28%	-3
CCOC(=O)C1CCN(C(=O)c2ccccc2NS(=O)(=O)c2ccc(C)cc2)CC1	-0.2	-1	0	8	-1	-1	6	4.2%	-3
COc1ccccc1OCC(=O)NC1CCSc2ccccc21 (configuration not stated)	1.0	-1	2	6	-2	-4	-8	-1.3%	5
Cc1ccc2c(c1)nnn2C1CCN(C(=O)Nc2ccccc2C)CC1	-0.5	-7	3	10	-25	2	26	1.1%	-2
S=c1sc(SCCOc2ccccc2)nn1-c1ccccc1	0.6	10	17	7	-8	-3	-12	-0.9%	-8
Cc1c(NC2=NC3(CCCCC3)Cc3ccccc32)c(=O)n(C)n1-c1ccccc1	-0.5	-3	-1	7	-3	2	-29	0.4%	-2
COc1cccc(C(O)CC(N)=O)c1 (configuration not stated)	-0.4	8	3	-16	-15	16	-6	-1.5%	-8
CCc1cccc(NC(=O)CSc2ncc3c(n2)-c2ccccc2N(CC)S3(=O)=O)c1	0.2	1	2	-2	7	-2	nt	15%	-3
O=C(NCCCN1CCOCC1)c1cc2c(s1)CCC2	0.4	1	1	1	0	9	5	2.3%	-4
CC1CCN(S(=O)(=O)c2ccc3c(c2)N(CC(=O)NCCCN2CCCC(C)C2)C(=O)CO3)CC1 (configuration not stated)	0.0	14	2	0	-9	6	3	2.7%	1
C=CCOc1ccc(/C=C/C(=O)OCC(=O)NCCC2=CCCCC2)cc1	-0.2	11	11	45	-5	3	0	0.0%	8
COc1ccc(C(=O)NC2CCN(Cc3c(F)cccc3Cl)CC2)cc1OC	-0.3	-7	6	-8	5	5	0	0.0%	-10
Next part:
SMILES	D2 ag	D2 potentiator	D1 ag	D1 antag	RXFP1 antagonist	TRHR PAM	D2 antagonist	RXFP1 ag	D1 PAM
O=C(CN1C(=O)c2ccccc2C1=O)Nc1ccc(N2CCOCC2)cc1	0.6	1	2	12	-7	-4	0	-0.9%	-2
CCOC(=O)C(=O)/C(C#N)=C/Nc1ccc(F)cc1	-0.6	1	8	10	0	-1	16	0.0%	-5
Cc1ccccc1OCC(=O)Nc1ccccc1N1CCOCC1	0.5	10	3	-9	-25	1	11	1.2%	-6
N#CC(C(=O)NC1CCCCC1)c1nc2ccccc2nc1N1CCN(c2ccc(F)cc2)CC1 (configuration not stated)	1.6	5	2	-3	nt	-1	-19	9.4%	2
CCOc1ccc(CCNC(=O)c2cc3c(C)nccc3[nH]c2=O)cc1OCC	-1.3	17	0	-17	-19	1	-10	7.0%	-4
CCN(CC)C(=O)CSc1nnc(-c2ccc(S(=O)(=O)N3CCCC3)cc2)o1	-1.0	2	4	1	-7	3	-6	2.2%	-4
O=C(CSc1nc2ccsc2c(=O)n1CC1CCC(C(=O)O)CC1)c1ccc(Cl)cc1 (configuration not stated)	0.1	19	2	8	-17	-3	-8	3.0%	0
COc1ccc(-c2nn(-c3ccccc3)cc2C(=O)Nc2nccs2)cc1	nt	nt	1	-13	5	14	nt	3.0%	-5
Cc1csc(NC(=O)CSc2nsc(SCC(=O)Nc3nc(C)cs3)c2C#N)n1	-0.2	-2	3	-2	-6	4	1	-0.7%	3
CCn1nc(NC(=O)C2CCCO2)c2cc3cccc(C)c3nc21 (configuration not stated)	-3.1	1	5	0	-30	-5	-7	4.8%	-8
O=[N+]([O-])c1ccc(NCc2ccncc2)cc1	-1.0	-6	11	-2	12	-2	-8	1.2%	-5
Cc1c(NC(=O)C(C)(C)Oc2ccc(Cl)cc2)cccc1-c1nc2ccccc2o1	0.1	0	1	-5	-20	0	nt	-0.7%	-3
CCc1ccc(C(=O)N2CCC(c3nc(-c4ccc(S(=O)(=O)N5CCCC5)cc4)no3)CC2)cc1	-0.4	17	1	-10	-16	5	nt	1.2%	3
CSCCC(NC(=O)c1ccc(Cl)cc1Cl)C(=O)OCC(N)=O (configuration not stated)	1.0	-3	0	3	-13	0	-4	0.3%	-2
Cc1ccc(NC(=O)Cn2c(=O)n(CCCS(=O)(=O)C3CCCCC3)c(=O)c3ccccc32)cc1F	-0.1	-12	2	3	nt	-9	nt	17%	-1

Screening data: PubChem, National Center for Advancing Translational Sciences (NCATS)

Some of the compounds tested; the hit share may differ from the screen's.
